FLuc act counter = firefly luciferase counter-screen for stimulation assays | ATPlite luciferase biochemical, luminescence, 10 min; 0 = ATP-free wells, 1 = DMSO control | activation factor at 10 µM | 200,000 tested, under 10 active | AID 1027;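 active means luciferase activation factor, scaled between plate controls, of at least 2 with compound at 10 µM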
Target sequence (P08659 whole entry, looked up): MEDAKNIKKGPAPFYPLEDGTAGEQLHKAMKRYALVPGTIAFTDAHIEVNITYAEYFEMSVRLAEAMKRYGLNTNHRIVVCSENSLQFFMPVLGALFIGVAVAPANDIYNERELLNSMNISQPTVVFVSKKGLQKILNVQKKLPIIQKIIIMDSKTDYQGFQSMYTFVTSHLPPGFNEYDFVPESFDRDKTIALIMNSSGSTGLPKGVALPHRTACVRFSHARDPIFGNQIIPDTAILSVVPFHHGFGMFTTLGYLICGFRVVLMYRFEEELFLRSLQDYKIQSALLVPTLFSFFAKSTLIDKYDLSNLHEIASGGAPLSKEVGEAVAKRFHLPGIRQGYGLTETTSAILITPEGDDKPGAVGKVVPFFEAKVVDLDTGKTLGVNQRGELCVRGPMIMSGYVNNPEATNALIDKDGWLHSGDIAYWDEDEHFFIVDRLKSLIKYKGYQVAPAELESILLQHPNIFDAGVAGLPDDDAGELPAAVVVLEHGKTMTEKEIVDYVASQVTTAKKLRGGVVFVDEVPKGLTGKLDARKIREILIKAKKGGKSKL
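Material: Luciferase/luciferin reagent mix; Doses: test compounds dosed from 2 mM stocks in 100% DMSO; Schedule: 10 min incubation after luciferase reagent addition, room temperature; Measured by: luminescence from luciferase reaction; Read-out: luminescence gain marking luciferase activators.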
ROMK primary = modulates human ROMK potassium channel activity; AID 1918; B-score at 10 µM; 2% of 130,000 active; Tet-inducible ROMK, thallium flux fluorescence; actives lie on both sides;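 active means signal ratio slope over the read window, or its plate-corrected B-score, at least 3 SD from the plate mean, either direction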;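 further: B-score of the F/F0 ratio slope over 7 to 12 s after thallium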
Target sequence (P48048 whole entry, looked up): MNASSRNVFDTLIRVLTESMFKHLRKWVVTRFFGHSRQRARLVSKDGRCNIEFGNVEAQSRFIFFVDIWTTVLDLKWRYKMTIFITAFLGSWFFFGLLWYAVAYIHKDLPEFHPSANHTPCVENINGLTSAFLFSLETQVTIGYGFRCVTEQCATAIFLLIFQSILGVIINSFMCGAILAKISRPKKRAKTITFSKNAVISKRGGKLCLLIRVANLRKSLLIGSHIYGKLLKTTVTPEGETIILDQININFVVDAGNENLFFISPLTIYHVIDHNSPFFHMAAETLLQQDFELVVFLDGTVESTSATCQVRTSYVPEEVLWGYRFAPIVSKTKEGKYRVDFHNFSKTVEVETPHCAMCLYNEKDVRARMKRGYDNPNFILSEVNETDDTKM
STAT3 act = activators of IL-6 induced STAT3 signaling; U3A cells, IL-6 STAT3-luciferase reporter, luminescence; 100% = signal with IL-6 EC80 alone; activation (% of control), % at 5.6 µM; 0.91% of 190,000 active;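 active means activation above the screen-wide mean of compound activation plus 3 SD, cut at about 130% in these data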;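 further: 0% = background luminescence of wells with medium and substrate only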
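Material: STAT1-lacking human U3A cells, STAT3 luciferase reporter | Benchmarks: IL-6-only wells as 100% reference | Probe or stimulus: IL-6 (33 ng/mL) | Timing: Compound 1 h, then IL-6 6 h at 37 °C | Detection: Luminescence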
FLuc inhib CS = inhibits firefly luciferase, flagging false hits in luciferase inhibition screens | ATPLite firefly luciferase biochemical luminescence, 10 min | inhibition, % at 10 µM | 1.5% of 200,000 active | AID 1006;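 active means inhibition above about 50% when tested at 10 µM, limit read from the data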
NF-kB expr up = NF-kB expression increase, human neuronal cells; NF-kB reporter expression; stronger effect = higher value; fold change at 12.5 µM; 1.6% of 190,000 active; in the data active means fold change above about 3.3
APP transl inh = APP translation inhibition; SH-SY5Y APP 5'UTR-luciferase reporter, luminescence; inhibition, % at 2 µM; 0.82% of 190,000 active; AID 1285;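 active means inhibition above a set limit, derived from the sample mean plus 3 SD, cut at about 45% in these data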; further: values of inactives mirror those of a sister screen read the other way
APP 5'UTR act = activates APP 5'UTR luciferase reporter | SH-SY5Y APP 5'UTR luciferase reporter, luminescence; zero percent = DMSO vehicle wells | activation, % at 2 µM | AID 1276 | 1% of 190,000 active;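 active means activation above a set limit, based on mean plus 3 SD of controls, cut at about 140% in these data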; further: values of inactives mirror those of a sister screen read the other way
STAT1 act = increases IFN-gamma driven STAT1 reporter signal | NIH 3T3 STAT1-luciferase reporter, luminescence; 100% = IFN-gamma alone, no compound | 2.6% of 200,000 active | activation (% of control), % at 5.5 µM;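 active means activation above the screen-wide mean activation plus 3 SD, cut at about 130% in these data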;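 further: raw ratio to IFN-gamma control signal so 100% means no change and 0% no light; values of inactives mirror those of a sister screen read the other way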
STAT3 blocker = STAT3 signaling inhibition. U3A cells, IL-6 STAT3-luciferase reporter, luminescence; host cell line lacks STAT1. inhibition, % at 5.5 µM. 0.89% of 190,000 active;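 active means inhibition above the mean inhibition across all screened compounds plus 3 SD, cut at about 44% in these data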;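 further: 0% = DMSO only wells and 100% = 100 µM nifuroxazide control wells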
STAT1 inh = STAT1 signaling inhibition. NIH 3T3 STAT1-luciferase reporter, IFN-gamma, luminescence. 0.35% of 200,000 active. inhibition, % at 5.5 µM;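 active means inhibition above a set limit, the mean inhibition across all tested compounds plus 3 SD, cut at about 34% in these data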;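 further: 0% = IFN-gamma with DMSO and 100% = IFN-gamma with 300 µM nifuroxazide; values of inactives mirror those of a sister screen read the other way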
Starred values were filed as active, the others as inactive.

What do the screens show for `C=CCNCC(=O)Nc1ccccc1SCC(=O)Nc1ccsc1C(=O)OC`?
FLuc act counter: 1.1; ROMK primary: -1.9; STAT3 act: 97; FLuc inhib CS: -7; NF-kB expr up: 0.82; APP transl inh: 13; APP 5'UTR act: -13; STAT1 act: 100; STAT3 blocker: 6; STAT1 inh: 0

What do the screens show for `O=C(CC1S/C(=N\S(=O)(=O)c2ccccc2)N(c2ccccc2)C1=O)Nc1ccc(F)cc1` (configuration not stated)?
FLuc act counter: 1.1; ROMK primary: -3.2; STAT3 act: 109; FLuc inhib CS: -9; NF-kB expr up: 0.88; APP transl inh: -18; APP 5'UTR act: 18; STAT1 act: 100; STAT3 blocker: -11; STAT1 inh: 0

How did COc1ccccc1C(=O)NC(=S)Nc1ccc(N2CCCC2)cc1 do in these assays?
FLuc act counter: 1; ROMK primary: -0.32; STAT3 act: 87; FLuc inhib CS: -3; NF-kB expr up: 0.99; APP transl inh: -13; APP 5'UTR act: 13; STAT1 act: 97; STAT3 blocker: 18; STAT1 inh: 3

How did Cc1ccccc1OCCn1cc(C(=S)N2CCCC2)c2ccccc21 do in these assays?
STAT3 act: 97; APP transl inh: -2; APP 5'UTR act: 2; STAT1 act: 98; STAT3 blocker: 12; STAT1 inh: -1

How did CC(C)C(=O)N1CCC(CN=CC2=C(O)CC(C)(C)CC2=O)CC1 do in these assays?
FLuc act counter: 1.1; ROMK primary: 0.07; STAT3 act: 96; FLuc inhib CS: -8; NF-kB expr up: 1.1; APP transl inh: -12; APP 5'UTR act: 12; STAT1 act: 99; STAT3 blocker: 6; STAT1 inh: -1

Results for Cc1ccc(-c2csc3ncn(Cc4ccc(C(=O)O)cc4)c(=O)c23)cc1C ?
FLuc act counter: 1; STAT3 act: 111; FLuc inhib CS: -4; NF-kB expr up: 1.2; APP transl inh: 0; APP 5'UTR act: 0; STAT1 act: 98; STAT3 blocker: -5; STAT1 inh: 0

How did CCN(C(=O)c1ccc(C)c(Br)c1)c1ccccc1 do in these assays?
FLuc act counter: 1; ROMK primary: 0.0044; STAT3 act: 106; FLuc inhib CS: -3; NF-kB expr up: 1.2; APP transl inh: 8; APP 5'UTR act: -8; STAT1 act: 96; STAT3 blocker: 3; STAT1 inh: 5

How did COc1ccc(C2OCC3(CO2)SC(=O)NC3=O)cc1 (configuration not stated) do in these assays?
FLuc act counter: 1; ROMK primary: 0.19; STAT3 act: 100; FLuc inhib CS: -2; NF-kB expr up: 1.5; APP transl inh: 14; APP 5'UTR act: -14; STAT1 act: 101; STAT3 blocker: -2; STAT1 inh: -1

What do the screens show for `CN1C(=O)C2(NCCc3c2[nH]c2ccccc32)c2ccccc21` (configuration not stated)?
FLuc act counter: 1; STAT3 act: 112; FLuc inhib CS: 0; NF-kB expr up: 0.99; APP transl inh: -10; APP 5'UTR act: 10; STAT1 act: 90; STAT3 blocker: -14; STAT1 inh: 11

What do the screens show for `O=c1sc2ccccc2n1Cc1ccccc1`?
FLuc act counter: 1; ROMK primary: -0.99; STAT3 act: 108; FLuc inhib CS: -4; NF-kB expr up: 1.1; APP transl inh: -24; APP 5'UTR act: 24; STAT1 act: 102; STAT3 blocker: -5; STAT1 inh: -2

What do the screens show for `O=C(O)C1CCCN1C(=O)Nc1ccc(F)cc1` (configuration not stated)?
FLuc act counter: 1; ROMK primary: 0.28; STAT3 act: 108; FLuc inhib CS: 1; NF-kB expr up: 0.82; APP transl inh: -8; APP 5'UTR act: 8; STAT1 act: 99; STAT3 blocker: -9; STAT1 inh: 1

What do the screens show for `FC(F)(F)c1nnc2ccc(N3CCN(c4ccccc4)CC3)nn12`?
FLuc act counter: 1.1; ROMK primary: -0.48; STAT3 act: 78; FLuc inhib CS: -8; NF-kB expr up: 1.5; APP transl inh: 17; APP 5'UTR act: -17; STAT1 act: 101; STAT3 blocker: 31; STAT1 inh: -1

Of the compounds above, two contain an aryl methoxy group:
How did COc1ccccc1C(=O)NC(=S)Nc1ccc(N2CCCC2)cc1 do in these assays?
FLuc act counter: 1; ROMK primary: -0.32; STAT3 act: 87; FLuc inhib CS: -3; NF-kB expr up: 0.99; APP transl inh: -13; APP 5'UTR act: 13; STAT1 act: 97; STAT3 blocker: 18; STAT1 inh: 3

How did COc1ccc(C2OCC3(CO2)SC(=O)NC3=O)cc1 (configuration not stated) do in these assays?
FLuc act counter: 1; ROMK primary: 0.19; STAT3 act: 100; FLuc inhib CS: -2; NF-kB expr up: 1.5; APP transl inh: 14; APP 5'UTR act: -14; STAT1 act: 101; STAT3 blocker: -2; STAT1 inh: -1

New compounds follow:
Results for CCOC(=O)CC(=O)CSc1ncnc2c1nnn2-c1ccc(OC)cc1 ?
FLuc act counter: 1; ROMK primary: -0.42; STAT3 act: 94; FLuc inhib CS: 2; NF-kB expr up: 0.78; APP transl inh: -10; APP 5'UTR act: 10; STAT1 act: 104; STAT3 blocker: 16; STAT1 inh: -6

How did COc1ccc(C(CNC(=O)c2ccc3c(c2)C(=O)N(CCC(C)C)C3=O)N2CCOCC2)cc1 (configuration not stated) do in these assays?
FLuc act counter: 1; STAT3 act: 115; FLuc inhib CS: -5; NF-kB expr up: 0.75; APP transl inh: -4; APP 5'UTR act: 4; STAT1 act: 90; STAT3 blocker: -11; STAT1 inh: 10

Results for O=C(COC(=O)c1ccc(S(=O)(=O)N2CCCC2)cc1)NCc1ccc(Cl)cc1 ?
FLuc act counter: 1; ROMK primary: 1.3; STAT3 act: 99; FLuc inhib CS: -2; NF-kB expr up: 0.88; APP transl inh: 15; APP 5'UTR act: -15; STAT1 act: 96; STAT3 blocker: 2; STAT1 inh: 8

What do the screens show for `O=C(/C=C/c1ccccc1Cl)Nn1cnc2ccccc2c1=O`?
FLuc act counter: 1; ROMK primary: 0.76; STAT3 act: 100; FLuc inhib CS: -2; NF-kB expr up: 1; APP transl inh: 4; APP 5'UTR act: -4; STAT1 act: 103; STAT3 blocker: 0; STAT1 inh: -3

How did CCNC(=O)COC(=O)CCNC(=O)c1cccc(C)c1 do in these assays?
FLuc act counter: 1; ROMK primary: 0.21; STAT3 act: 102; FLuc inhib CS: -4; NF-kB expr up: 1.1; APP transl inh: -2; APP 5'UTR act: 2; STAT1 act: 98; STAT3 blocker: 3; STAT1 inh: 2

How did CC(C)=C1SC(N2CCN(Cc3ccccc3)CC2)=NC1=O do in these assays?
FLuc act counter: 1; STAT3 act: 107; FLuc inhib CS: 0; NF-kB expr up: 1.1; APP transl inh: -12; APP 5'UTR act: 12; STAT1 act: 95; STAT3 blocker: -2; STAT1 inh: 6

Results for CC1(C)NC(=O)N(CCCCSc2ccc(Cl)cc2)C1=O ?
FLuc act counter: 1; STAT3 act: 99; FLuc inhib CS: -2; NF-kB expr up: 0.84; APP transl inh: -19; APP 5'UTR act: 19; STAT1 act: 103; STAT3 blocker: 5; STAT1 inh: -3

Results for COc1ccc(CCNC(=O)CN2C(=O)c3ccccc3S2(=O)=O)cc1OC ?
FLuc act counter: 1.1; STAT3 act: 106; FLuc inhib CS: -5; NF-kB expr up: 1.1; APP transl inh: 8; APP 5'UTR act: -8; STAT1 act: 99; STAT3 blocker: -7; STAT1 inh: 1

What do the screens show for `Cc1ccc(C(=O)NC2CC3CCCC(C2)N3C(=S)NCc2ccco2)cc1` (configuration not stated)?
FLuc act counter: 1; ROMK primary: -1.9; STAT3 act: 106; FLuc inhib CS: -2; NF-kB expr up: 1.1; APP transl inh: -5; APP 5'UTR act: 5; STAT1 act: 100; STAT3 blocker: 0; STAT1 inh: -2

What do the screens show for `COc1ccc(-c2c3c([nH]c(=S)c2C#N)CCC3)cc1`?
FLuc act counter: 1; ROMK primary: 0.79; STAT3 act: 99; FLuc inhib CS: 1; NF-kB expr up: 3.1; APP transl inh: -4; APP 5'UTR act: 4; STAT1 act: 106; STAT3 blocker: 7; STAT1 inh: -6

What do the screens show for `CC(CCCC(C)(C)O)NC(=O)c1cc(COc2ccc3ncccc3c2)on1` (configuration not stated)?
FLuc act counter: 1; ROMK primary: -0.093; STAT3 act: 50; FLuc inhib CS: -3; NF-kB expr up: 0.93; APP transl inh: -4; APP 5'UTR act: 4; STAT1 act: 71; STAT3 blocker: 63*; STAT1 inh: 30

What do the screens show for `COc1cc(OC)cc(C(=O)Nc2ccccc2NC(C)=O)c1`?
FLuc act counter: 1; ROMK primary: 0.97; STAT3 act: 99; FLuc inhib CS: -3; NF-kB expr up: 1.1; APP transl inh: 13; APP 5'UTR act: -13; STAT1 act: 106; STAT3 blocker: 10; STAT1 inh: -7

What do the screens show for `COc1ccc(CNC(=O)C2C3C=CC4(CN(Cc5cccnc5)C(=O)C24)O3)cc1` (configuration not stated)?
FLuc act counter: 1.1; ROMK primary: 1.2; STAT3 act: 98; FLuc inhib CS: -5; NF-kB expr up: 1; APP transl inh: -2; APP 5'UTR act: 2; STAT1 act: 97; STAT3 blocker: 10; STAT1 inh: 4

What do the screens show for `CCN(CCNC(=O)C1CCN(Cc2nc(-c3ccc(Cl)cc3)oc2C)CC1)c1ccccc1`?
FLuc act counter: 1.1; STAT3 act: 93; FLuc inhib CS: -6; NF-kB expr up: 0.69; APP transl inh: 10; APP 5'UTR act: -10; STAT1 act: 93; STAT3 blocker: 18; STAT1 inh: 8

Results for COc1ccc(-c2nnc(SCC(=O)c3ccc[nH]3)n2-c2ccccc2)cc1 ?
FLuc act counter: 1; ROMK primary: 1.4; STAT3 act: 100; FLuc inhib CS: 5; NF-kB expr up: 1.5; APP transl inh: -88; APP 5'UTR act: 88; STAT1 act: 120; STAT3 blocker: 1; STAT1 inh: -22

How did CCOC(=O)c1c(-c2cccc([N+](=O)[O-])c2)csc1NC(=O)CCCOc1ccccc1OC do in these assays?
FLuc act counter: 1; STAT3 act: 91; FLuc inhib CS: -4; NF-kB expr up: 0.89; STAT1 act: 95; STAT3 blocker: 17; STAT1 inh: 5

What do the screens show for `COc1ccc(NC(=S)N(CCc2c(C)[nH]c3ccc(C)cc23)Cc2cccnc2)cc1`?
FLuc act counter: 1.1; ROMK primary: -0.25; STAT3 act: 103; FLuc inhib CS: -11; NF-kB expr up: 1; APP transl inh: -1; APP 5'UTR act: 1; STAT1 act: 101; STAT3 blocker: -4; STAT1 inh: -1

What do the screens show for `CCOc1ccc(-c2cc(CCCC(=O)NCCCOC)no2)cc1`?
FLuc act counter: 0.8; STAT3 act: 86; FLuc inhib CS: 21; NF-kB expr up: 0.77; APP transl inh: 49*; APP 5'UTR act: -49; STAT1 act: 93; STAT3 blocker: 21; STAT1 inh: 8

What do the screens show for `O=C(/C=C/c1ccccc1[N+](=O)[O-])N1CCCCC1`?
FLuc act counter: 1; ROMK primary: -0.69; STAT3 act: 96; FLuc inhib CS: -2; NF-kB expr up: 1.3; APP transl inh: -10; APP 5'UTR act: 10; STAT1 act: 106; STAT3 blocker: 7; STAT1 inh: -7

Results for O=C(CNC(=O)c1cccc(Br)c1)N/N=C/c1cc(Br)cc(Br)c1O ?
FLuc act counter: 1; ROMK primary: 0.24; STAT3 act: 108; FLuc inhib CS: -4; NF-kB expr up: 1.2; APP transl inh: -5; APP 5'UTR act: 5; STAT1 act: 94; STAT3 blocker: -6; STAT1 inh: 6

Compound activity from PubChem BioAssay.

Random draw from the library, and some 7.1% of all compounds hit somewhere here.
